HADH2 inh = inhibitors of human HADH2 dehydrogenase; recombinant HADH2, NADH fluorescence, beta-hydroxybutyryl-CoA; Potency, µM (highest dose often 57.1 µM), for inactives: at the top dose activity change, negative = inhibition, actives largely listed as inhibitors; actives 3.4% (n = 73,000); further: potency means the concentration at half of the fitted maximal effect; on the % scale 0 is the no-effect control and ±100 the full control effect; nearly all actives have a fitted effect of over 60% in size; many of its hits are not listed in these tables
Target sequence (Q99714 whole entry, looked up, one chain of several): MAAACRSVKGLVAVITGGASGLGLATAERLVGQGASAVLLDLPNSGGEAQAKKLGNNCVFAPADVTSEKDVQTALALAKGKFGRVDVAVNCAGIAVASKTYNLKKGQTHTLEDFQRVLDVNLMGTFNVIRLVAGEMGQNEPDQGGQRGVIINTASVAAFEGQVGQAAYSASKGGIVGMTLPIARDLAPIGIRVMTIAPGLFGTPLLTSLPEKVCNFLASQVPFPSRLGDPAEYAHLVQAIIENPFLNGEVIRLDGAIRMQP
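Buffer 100 mM Tris-HCl pH 9.0/0.01% Tween-20; HADH2 20 nM; NAD+ 1 mM; beta-hydroxybutyryl-CoA 90 uM (all final). 15 min cpd preincubation, RT.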
Rhodamine fluor = compound autofluorescence in rhodamine spectral region; max dye-equivalent concentration, M; Rhodamine-region fluorescence, 547/598 nm, Tris buffer; stronger effect = higher value; AID 594; actives 0.05% (n = 59,000); in the data active means max dye-equivalent concentration above about 11 nM; inconclusive means between about 1.1 nM and that limit
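A six-point rhodamine series on each plate calibrates the signal. Compounds sit in 100 mM Tris (pH 8.0) for 15 min at ambient temperature before imaging through 547 nm/598 nm filters.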
ERK AVP inh = vasopressin-driven ERK pathway inhibition | actives 0.99% (n = 72,000) | AID 995 | Potency, µM (series often up to 57.5 µM), inactives show at the top dose activity, negative = inhibition, most hits filed as inhibitors | HEK293-V1b, vasopressin-stimulated pERK AlphaScreen; further: potency means the concentration at half of the fitted maximal effect; on the % scale 0 is the no-effect control and ±100 the full control effect; nearly all actives have a fitted effect of over 55% in size
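Overnight-seeded V1b-HEK293 cells in 1% FBS got compound, then vasopressin (25 nM final, 5 min, 37C), then lysis buffer. AlphaScreen detection of phospho-ERK; activity normalized to basal and full-stimulation controls.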
Tau fil binding = binders of human tau filaments | actives 2% (n = 71,000) | recombinant tau filaments, thioflavin S fluorescence, 15 h; filaments grown with octadecylsulfate alongside compound | P10636 | Potency, µM (top dose mostly 57.1 µM), inactives show at the top dose activity change, negative = inhibition;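 further: potency means the concentration at half of the fitted maximal effect; on the % scale 0 is the no-effect control and ±100 the full control effect; actives lower thioflavin S fluorescence by blocking filaments or displacing dye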
Target sequence (P10636 whole entry, looked up): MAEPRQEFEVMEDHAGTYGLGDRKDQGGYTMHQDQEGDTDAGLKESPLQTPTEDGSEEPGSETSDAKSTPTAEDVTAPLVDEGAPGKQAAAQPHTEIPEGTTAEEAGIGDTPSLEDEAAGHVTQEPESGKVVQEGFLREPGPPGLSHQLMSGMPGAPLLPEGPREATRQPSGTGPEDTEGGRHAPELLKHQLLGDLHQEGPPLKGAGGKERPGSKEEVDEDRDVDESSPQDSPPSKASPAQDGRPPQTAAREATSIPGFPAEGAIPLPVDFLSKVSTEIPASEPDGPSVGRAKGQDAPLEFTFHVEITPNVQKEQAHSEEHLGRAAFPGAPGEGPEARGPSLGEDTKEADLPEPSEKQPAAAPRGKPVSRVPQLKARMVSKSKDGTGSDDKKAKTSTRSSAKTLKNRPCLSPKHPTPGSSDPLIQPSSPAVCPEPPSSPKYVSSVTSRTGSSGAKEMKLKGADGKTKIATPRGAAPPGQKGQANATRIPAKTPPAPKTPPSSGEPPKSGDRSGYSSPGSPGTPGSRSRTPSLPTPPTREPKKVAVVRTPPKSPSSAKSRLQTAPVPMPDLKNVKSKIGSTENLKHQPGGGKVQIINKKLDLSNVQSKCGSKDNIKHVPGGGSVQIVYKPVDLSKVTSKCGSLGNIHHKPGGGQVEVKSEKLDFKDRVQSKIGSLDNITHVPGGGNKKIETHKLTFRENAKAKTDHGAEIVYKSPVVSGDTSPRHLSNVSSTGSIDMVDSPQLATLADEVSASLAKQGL
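Quantitative HTS: thioflavine S signal from ODS-induced tau filaments, excited at 450 nm, emission 510 nm. Conditions: 1 uM tau, 30 uM ODS, 15 h at 37 C, pH 7.4.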
Texas Red fluor = Texas Red region autofluorescence; Compound fluorescence, Texas Red channel, 547/618 nm; stronger effect = higher value; max dye-equivalent concentration, M; actives 0.06% (n = 59,000); AID 587; in the data active means max dye-equivalent concentration above about 10 nM; inconclusive means between about 1.1 nM and that limit
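Compound fluorescence was read after 15 min at room temperature in 100 mM Tris, pH 8.0, using 547 nm excitation and 618 nm emission across a concentration series. It was expressed as Texas Red dye-equivalent concentration from an on-plate standard curve.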
Hsp90 Hop PPI = changes Hsp90-Hop TPR2A binding signal, up or down. AlphaScreen TPR2A-His6 binding biotin-Hsp90 C-terminal peptide. Potency, µM (doses to about 57 µM), inactives show at the highest dose activity change, negative = inhibition. actives 0.44% (n = 71,000). AID 595; active means well fitted curve in either direction with a large enough effect; inconclusive means small, poorly fitted or top-dose-only effect, or another doubt; further: potency means the concentration at half of the fitted maximal effect; on the % scale 0 is the no-effect control and ±100 the full control effect; many of its hits are not listed in these tables
DNA Pol III inh = DNA polymerase III holoenzyme inhibition; reconstituted DNA polymerase III holoenzyme replication, biochemical; AID 603; actives 0.25% (n = 71,000); Potency, µM (highest dose often 57.1 µM), for inactives: top-dose activity change, negative = inhibition; further: potency means the concentration at half of the fitted maximal effect; on the % scale 0 is the no-effect control and ±100 the full control effect
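Reconstituted *E. coli* holoenzyme (0.35 nM Pol III, 1 nM beta, 154 nM SSB, 2 nM primase) was preincubated with compound for 15 min at RT. Synthesis on 1.4 nM ssM13Gori ran 35 min, then was stopped with PicoGreen/EDTA and read as dsDNA fluorescence.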
CRE Fsk mod = alters forskolin-stimulated CRE reporter signaling in CHO cells; actives 2.5% (n = 71,000); CHO CRE-bla reporter (cAMP response element driving beta-lactamase), forskolin EC10, beta-lactamase ratio; Potency, µM (titrated, usually from 38.2 µM), inactives show top-dose activity change, negative = inhibition, usual class: activators; active means well fitted activation curve with a large enough effect in the signal ratio, with a control signal flat, not every such curve was filed as active; inconclusive means small, poorly fitted or top-dose-only effect, or effect the other way, or a change in a side signal; the % refers to the signal ratio; further: potency means the concentration at half of the fitted maximal effect; % of control where 0% means no effect
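Forskolin analogue NKH 477 at EC10 stimulated CRE-driven beta-lactamase in CHO cells alongside compound dilution series. Beta-lactamase was measured with CCF4, excitation 405 nm, emission ratio 460/530 nm.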
ALOX15 inhib = inhibitors of human 15-lipoxygenase (ALOX15). Potency, µM (titrated, usually from 57.1 µM), inactives show at the top dose activity change, negative = inhibition, usual class: inhibitors. purified 15hLO-1, xylenol orange hydroperoxide absorbance. AID 887. actives 1.4% (n = 74,000). P16050; further: potency means the concentration at half of the fitted maximal effect; on the % scale 0 is the no-effect control and ±100 the full control effect; nearly all actives have a fitted effect of over 55% in size
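Compounds were preincubated 15 min at room temperature with 40 nM purified human enzyme (25 mM Hepes pH 7.5, 0.01% Triton X-100); 50 uM arachidonic acid reacted 6 min. Fe-xylenol orange detection, 30 min, absorbance ratio 573/405 nm.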
FLuc inh = blocks Photinus pyralis firefly luciferase activity. actives 2.2% (n = 72,000). purified firefly luciferase, luminescence, 8 min. Potency, µM (top dose mostly 57.1 µM), inactives show at the highest dose activity change, negative = inhibition, usual class: inhibitors. P08659; further: potency means the concentration at half of the fitted maximal effect; on the % scale 0 is the no-effect control and ±100 the full control effect; nearly all actives have a fitted effect of over 40% in size
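Inhibition of light generation by firefly luciferase from ATP and luciferin was profiled with concentration-response curves per sample, ATP held at 10 uM within the enzyme's linear range. Plates were read by luminescence after an 8-minute ambient incubation.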
HBB splice mod = alters splicing of the hemoglobin beta chain. HBB splicing reporter cell assay, activation; EGFP reporter with mutant IVS2-654 intron; response scale: normalised to 500 nM splice-correcting PNA. Potency, µM (doses to about 46.1 µM), without a hit: at the highest dose activation, actives largely listed as activators. actives 0.06% (n = 65,000). AID 925; further: potency means the concentration at half of the fitted maximal effect; 0% is about no effect
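Compounds were applied for 2 days to HeLa EGFP-654 cells, 500/well in Optimem with 2% FCS. The reporter's EGFP is disrupted by mis-splicing of beta-globin intron IVS2-654. Readout: summed well GFP fluorescence from 488 nm laser scanning; reference was 500 nM antisense […] 654 PNA.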
Numbers without * were called inactive; i = inactive; ? = inconclusive; · = not tested or not shown; [ ] = another dose, or the depositor's remark. Unless noted, the call rests on the fitted dose curve; in most records, active means well fitted curve in the direction sought with a large enough effect; inconclusive means small, poorly fitted or top-dose-only effect, or another doubt; inactive means no such curve, though single readings can be large; an effect the other way counts as inactive or inconclusive. Some of the compounds tested; the hit share may differ from the screen's.

SMILES	HADH2 inh	Rhodamine fluor	ERK AVP inh	Tau fil binding	Texas Red fluor	Hsp90 Hop PPI	DNA Pol III inh	CRE Fsk mod	ALOX15 inhib	FLuc inh	HBB splice mod
CS(=O)(=O)Nc1cccc(-c2cc(NCc3cccs3)ncn2)c1	0.9%	i	-4.4%	0.5%	i	4.5%	-5.1%	?	-9.2%	-1.1%[2.29 µM]	0.0%
CC(C)CCNC(=O)NC(=O)COc1ncnc2sccc12	12.6%	i	8.8%	4.6%	i	-4.2%	-9.1%	-7.4%	5.0%	1.1%	1.6%
CCCCNC(=O)NS(=O)(=O)c1ccc(C(=O)OC)o1	1.5%	i	2.9%	-2.3%	i	-5.6%	-3.6%	-5.8%	11.3%	0.3%	-1.7%
CC(C)(C)N1C(=O)[C@H]2[C@@H]3[C@H](O)C=CC(=O)[C@H]3CC[C@H]2C1=O	4.3%[11.4 µM]	·	-2.7%[11.5 µM]	·	·	·	·	·	-0.4%[11.4 µM]	1.4%[11.4 µM]	1.3%[9.22 µM]
Cn1c(=O)c2[nH]c(CS(=O)(=O)Cc3nc4c([nH]3)c(=O)n(C)c(=O)n4C)nc2n(C)c1=O	-8.7%[11.4 µM]	i	-6.4%[11.5 µM]	276.3%[11.4 µM]	?	-7.0%[11 µM]	-6.9%[11.4 µM]	3.1%[7.6 µM]	15.7%[11.4 µM]	1.8%[11.4 µM]	1.9%[9.22 µM]
COC(=O)C(CC(C)C)NC(=O)c1ccc(F)cc1 (stereo not given)	7.4%[11.4 µM]	·	2.9%	3.2%[11.4 µM]	·	-2.3%[11 µM]	-4.8%[11.4 µM]	?	2.2%[11.4 µM]	0.0%	-3.1%[0.0738 µM]
COc1ccc(NC2=Nc3ccccc3CC2)cc1	-10.9%	i	-24.1%	5.0%	i	-1.7%	-3.0%	?	-14.2%	20µM*	0.6%
O=C(C1CCN(S(=O)(=O)c2cccc3cccnc23)CC1)N1CCN(Cc2ccccc2)CC1	-2.1%	·	-7.6%	-4.4%	·	-2.4%	-4.6%	-12.6%	4.2%	1.4%	-0.8%
O=C(Cc1c(F)cccc1Cl)N1CCN(C(=O)c2ccco2)CC1	8.9%	i	4.6%	79.5%	?	-1.2%	-5.8%	?	0.1%	1.4%	-0.6%
Cn1c(Cn2c(=O)sc3ccccc32)nnc1SCC(=O)NCc1ccc(F)cc1	2.8%	·	-16.6%	3.1%	·	-2.6%	1.4%	-6.5%	2.0%	0.5%	-0.1%
C=CCc1ccccc1OCCCCN1CCCC1	10.7%	·	-12.5%	-29.2%	·	-3.1%	-3.4%	-3.2%	4.4%	2.8%	0.7%
O=C(NCCc1ccccc1)c1cnn2c(C(F)F)cc(C3CC3)nc12	-8.9%	i	-6.7%	20.2%	i	5.6%	-3.3%	?	-19.4%	0.4%	3.9%
CCOc1ccc(N(CC(=O)NC2CCCC2)S(=O)(=O)c2c(C)noc2C)cc1	7.8%	·	0.3%	16.8%	·	2.0%	-5.6%	-5.1%	-1.9%	1.8%	-0.8%
COc1cc(NC(=O)c2cc3nc(C)cc(C)n3n2)c(OC)cc1Cl	-16.5%	i	?	-15.8%	i	-9.6%	7.6%	?	1.6%	-10.8%	0.8%
COc1cc(Cl)c(C)cc1NC(=O)COc1cc(C)nc(C(C)C)n1	9.2%	i	17.9%	-1.3%	?	-3.5%	-4.1%	?	1.2%	1.2%	-0.1%[57.5 µM]
N#CCSc1nc2ccccc2c(=O)n1CCC(=O)NCCc1ccccc1	17.2%	i	-3.8%	7.4%	i	-1.1%	1.2%	-15.8%	13.2%	-1.6%	5.0%
c1ccc2c(c1)Cc1cc3cc4c(cc3nc1-2)OCO4	11.8%	·	25.1µM*	13.2%	·	13.9%	-21.0%	?	·	·	1.0%
Cc1ccc(C(C)C)c(OCc2ccc(-c3nnco3)cc2)c1	32.4%[activator]	i	57.5%[activator]	0.3%	i	8.3%	-2.4%	?	-12.0%	0.7%	0.3%
O=C(O)CSCCc1ccccn1	-5.4%	·	11.1%	0.0%	·	1.4%	-2.2%	-4.7%	5.8%	0.3%	-1.1%
O=C(Nc1ccc2c(c1)nc1n2CCOC1)c1ccco1	12.6%	i	?	-3.4%	?	-3.3%	-3.9%	22.5%	10.0%	15.8µM*	5.4%[0.369 µM]
Cc1ccc(NC(=O)Nc2ccc(F)cc2)nc1	-1.1%	i	-14.0%	-1.4%	i	1.5%	-3.5%	-12.8%	1.0%	-25.8%	1.6%
COc1ccc(OCC(=O)Nc2ccc(N3CCOCC3)c(Cl)c2)cc1	8.0%	i	?	8.0%	i	0.2%	-3.0%	-2.7%	-3.1%	-1.9%	4.2%
CCC(=O)c1ccc(N2CCN(C(=O)c3ccc(Br)cc3)CC2)c(F)c1	-3.5%	i	18.9%	18.0%	?	5.4%	-1.5%	?	-10.6%	-0.3%	-0.1%
O=C(O)CN(CCN(CC(=O)O)CC(=O)O)CCN(CC(=O)O)CC(=O)O	6.6%[25.6 µM]	i	-3.9%[25.7 µM]	-1.3%[25.6 µM]	?	-1.2%[26 µM]	0.7%[25.6 µM]	?	82.0%[activator][25.6 µM]	1.2%[25.5 µM]	-1.9%[20.6 µM]
O=C(Cn1cnc2c(nnn2-c2ccc(F)cc2)c1=O)NCc1ccco1	11.4%	i	7.4%	-0.7%	i	-5.9%	-3.8%	?	14.3%	2.3%	-0.4%
N#Cc1cc2c(=O)n3ccccc3nc2n(Cc2cccnc2)c1=N	10.7%	i	19.7%	39.8%	?	-3.7%	-4.9%	17.7%	1.6%	0.4%	0.0%[57.5 µM]
COc1ccc2[nH]c(=O)c(C(c3nnnn3C3CCCC3)N(C)C3CCCCC3)cc2c1 (stereo not given)	27.5%	i	8.3%	-5.6%	?	-2.3%	3.0%	10.0%	?	1.7%	0.8%
CCOC(=O)c1ccc(NC(=O)Oc2ccccc2)cc1	8.9%[11.4 µM]	·	-16.2%	13.3%[11.4 µM]	·	-1.5%[11 µM]	-1.2%[11.4 µM]	?	7.4%[11.4 µM]	-8.4%	-1.2%[0.0738 µM]
CCOC(=O)C(C)Sc1nnc2n1C(C)(C)Cc1ccccc1-2 (stereo not given)	-1.6%	i	1.9%	4.9%	i	2.3%	-6.4%	8.5%	12.1%	-1.1%	·
CC(=NCCN1CCNCC1)C1=C(O)CC(C)(C)CC1=O	8.3%	·	-21.8%	-0.5%	·	-1.0%	6.6%	3.2%	1.0%	-3.8%	0.0%[9.22 µM]
CCN(CC)c1nc(Nc2ccc(Cl)cc2)nc(OCC#N)n1	19.4%	i	22.2%	52.2%	i	1.6%	-5.7%	5.01µM*	-20.7%	2.0%	·
COc1ccc(-c2cc(C(F)(F)F)nc(N3CCN(c4ccccc4)CC3)n2)cc1OC	16.9%	i	0.3%	7.0%	i	-6.0%	-9.3%	3.2%	-12.2%	0.8%	-1.0%
CC(c1cccnc1)N(C(=O)Nc1ccccc1)C1CCCCC1 (stereo not given)	4.9%	·	-9.6%	-11.6%	·	0.7%	-1.8%	-5.1%	13.7%	-19.4%	0.2%
CCN1C(=O)/C(=C/N2CCc3ccccc32)SC1=S	12.7%	i	4.0%	28.6%	i	-0.1%	6.0%	0.1%	-2.5%	-2.0%	-1.6%[57.5 µM]
Cc1cc(Cl)cc(C)c1OCCCCn1ccnc1	9.0%	i	?	17.9%	?	-7.3%	-0.1%	?	42.6%[activator]	0.5%	-2.1%
CC1(C)CC(=O)c2cnc(NC(=O)CSc3nc4ccccc4o3)nc2C1	1.8%	i	11.6%	-1.2%	i	-0.5%	-2.2%	-0.7%	-3.5%	1.1%	-0.1%
CCCCn1c(SCN2C(=O)c3ccccc3C2=O)nc2cc(S(N)(=O)=O)ccc21	?	i	23.1%	-1.1%	i	-7.0%	-1.4%	6.7%	-23.6%	0.5%	-0.3%[57.5 µM]
O=C(O)C1CC(c2cccc(Br)c2)=NO1 (stereo not given)	0.7%	i	-5.0%	14.7%	i	-0.3%	-2.4%	-5.5%	-2.9%	1.0%	-2.6%
O=C(c1cc(-c2cccc(O)c2)on1)N1CCN(C(c2ccccc2)c2ccccc2)CC1	-7.4%	·	-17.8%	211.7%	·	-10.5%	5.2%	23.9%	-10.3%	1.1%	-0.1%
O=C(Cn1nc(-c2ccccc2)ccc1=O)Nc1ccc(N2CCN(C(=O)c3ccccc3)CC2)cc1	10.8%	i	-4.8%	-14.4%	i	-13.8%	-3.6%	?	-0.1%	0.9%	0.6%
Cc1cccc(OCc2nnc(SCc3nc4ccccc4c(=O)[nH]3)o2)c1	16.2%	i	3.6%	7.5%	?	-5.9%	3.0%	-1.3%	7.8%	0.1%	-0.1%

Compound activity deposited in PubChem by National Center for Advancing Translational Sciences (NCATS).
